thrombin 1536: human alpha-thrombin inhibitors, primary screen, counter-screen for coagulation protease inhibitor project, biochemical, 1536-well, fluorogenic AMC substrate. Boc-VPR-AMC fluorogenic substrate cleavage. inhibition, % at 5 µM. 220,000 compounds, 0.26% hits;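 active = inhibition at or above 40%; inactive = inhibition below 40%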;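 note: 0% = enzyme with no compound and 100% = wells without enzyme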
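System: human alpha-thrombin protein; Compound dosing: one concentration per compound, 5 µM, with 0.2% DMSO; Timing: reaction at room temperature; Technique: AMC fluorescence, 355/460 nm; Controls: enzyme without compound as high, wells lacking enzyme as low.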
Cl transport mod: KCC2 cotransporter modulators, thallium flux, primary screen, cell-based, HEK293 KCC2, FluoZin-2 fluorescence, MLSMR; B-score of Tl+ flux slope (higher = more flux/activation; lower = inhibition) at 10 µM; KCC2 cells, thallium flux FluoZin-2 fluorescence; 190,000 compounds, 2.2% hits;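 active = thallium flux slope and its plate-corrected score both differing from the plate sample mean at a set confidence after two filtering rounds, in either direction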;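 note: slope of fluorescence scaled to starting intensity during 10 to 20 s after thallium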
Rad51 HR inh: human RAD51 strand exchange inhibitors, primary screen, biochemical, fluorescence | DNA repair protein RAD51 homolog 1 (Homo sapiens), Q06609 | hRad51 DNA strand exchange, fluorescence dequenching | inhibition, % at 10 µM | 200,000 compounds, 0.085% hits;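 active = inhibition above 40% at the single screening dose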;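 note: 0% = DMSO control wells and 100% = blanks with heterologous ssDNA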
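Material: human Rad51–ssDNA filaments; Probe or stimulus: labelled 47-mer dsDNA for strand exchange; Doses: single 10 µM dose; Incubation: 37 °C 15-min filament assembly, 30-min compound preincubation, 15-min exchange; Technique: FRET fluorescence dequenching, excitation 485 nm, emission 520 nm; Measure: Fluorescence-based percent inhibition, control- and blank-normalised; Benchmarks: plate control and blank wells.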
PERK inhibitor: block of dimerizer-induced PERK translation repression, primary screen, PERK inhibitor project, CHO PERK-DD cells, SEAP luminescence, HTS; CHO PERK-DD fusion, SEAP luminescence translation reporter; 220,000 compounds, 0.17% hits; Eukaryotic translation initiation factor 2-alpha kinase 3 (Homo sapiens), Q9NZJ5; inhibition, % at 5.6 µM;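 active = inhibition above the mean inhibition of all tested compounds plus 3 SD, set separately per screening campaign, cut at about 2.9% in these data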;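 note: PERK kinase domain activated by AP20187 dimerizer at 100 nM; 0% = DMSO with dimerizer and 100% = rapamycin at 8.4 µM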
Target sequence (Q9NZJ5 whole entry, looked up, the tested form may be a part): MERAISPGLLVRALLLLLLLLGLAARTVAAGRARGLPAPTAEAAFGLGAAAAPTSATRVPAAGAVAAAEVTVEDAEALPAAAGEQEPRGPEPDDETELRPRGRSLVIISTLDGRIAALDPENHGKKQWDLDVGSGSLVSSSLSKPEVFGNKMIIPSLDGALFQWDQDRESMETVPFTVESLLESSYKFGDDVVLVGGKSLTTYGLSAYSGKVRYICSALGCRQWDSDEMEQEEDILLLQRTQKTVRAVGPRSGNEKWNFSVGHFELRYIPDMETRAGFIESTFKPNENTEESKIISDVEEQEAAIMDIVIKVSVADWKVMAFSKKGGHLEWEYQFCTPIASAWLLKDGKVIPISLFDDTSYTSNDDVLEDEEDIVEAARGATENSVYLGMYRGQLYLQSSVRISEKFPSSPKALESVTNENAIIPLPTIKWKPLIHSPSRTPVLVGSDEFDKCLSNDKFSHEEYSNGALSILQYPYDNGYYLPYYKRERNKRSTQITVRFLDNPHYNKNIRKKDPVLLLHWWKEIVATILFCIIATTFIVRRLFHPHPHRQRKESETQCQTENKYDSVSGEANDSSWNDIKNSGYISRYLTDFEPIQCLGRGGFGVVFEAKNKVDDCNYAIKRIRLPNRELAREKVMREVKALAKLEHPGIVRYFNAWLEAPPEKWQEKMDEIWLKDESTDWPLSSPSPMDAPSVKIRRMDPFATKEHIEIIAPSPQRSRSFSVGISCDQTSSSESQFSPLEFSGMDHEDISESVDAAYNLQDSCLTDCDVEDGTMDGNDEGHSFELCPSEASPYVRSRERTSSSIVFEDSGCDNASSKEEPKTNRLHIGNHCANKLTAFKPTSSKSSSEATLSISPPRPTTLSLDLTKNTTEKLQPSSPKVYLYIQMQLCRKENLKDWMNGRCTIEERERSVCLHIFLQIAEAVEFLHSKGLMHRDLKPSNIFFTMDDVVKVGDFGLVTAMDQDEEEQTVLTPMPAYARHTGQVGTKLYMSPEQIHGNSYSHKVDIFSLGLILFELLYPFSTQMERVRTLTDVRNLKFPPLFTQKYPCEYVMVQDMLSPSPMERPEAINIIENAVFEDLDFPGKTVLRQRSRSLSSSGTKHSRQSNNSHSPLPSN
FXIIa inh 1536: human FXIIa protease inhibitors, primary screen, biochemical, 1536-well; Coagulation factor XII (Homo sapiens), P00748; purified FXIIa, Boc-QGR-AMC fluorogenic substrate, 2 h; inhibition, % at 5 µM; 220,000 compounds, 0.3% hits; AID 800, 2007; in the data active = inhibition above about 40%;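 note: 0% = enzyme with no compound and 100% = blank without enzyme; many of its hits are not listed in these tables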
Furin inh: human furin inhibitors, primary screen, biochemical, fluorescence intensity | P09958 | purified furin, fluorogenic substrate cleavage | inhibition, % at 30 µM | 220,000 compounds, 0.061% hits; in the data active = inhibition above about 25%; note: inactives centre near -15
FXIa inh: human FXIa protease inhibitors, primary screen, biochemical, 1536-well | Coagulation factor XI (Homo sapiens), P03951 | purified FXIa, Boc-Glu-Ala-Arg-AMC fluorogenic substrate | inhibition, % at 5 µM | 220,000 compounds, 0.14% hits;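 active = inhibition of at least 40%; inactive = inhibition below 40%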;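 note: fluorescence of freed AMC excited at 355 nm; 0% = enzyme without compound and 100% = no enzyme blank; many of its hits are not listed in these tables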
Calpain2 inh: inhibitors of pig calpain II, primary screen, biochemical, fluorogenic peptide substrate, 1536-well | purified calpain II, 30 min | inhibition, % at 16 µM | 220,000 compounds, 0.37% hits | AID 1236, 2008;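 active = inhibition above about 50%, limit read from the data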
hK5 inh: human KLK5 protease inhibitors, primary screen, biochemical, 1536-well; Kallikrein-5 (Homo sapiens), Q9Y337; recombinant hK5, fluorogenic AMC substrate cleavage; inhibition, % at 5 µM; 210,000 compounds, 0.59% hits;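 active = inhibition of 40% or more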;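 note: 0% = enzyme controls without compound and 100% = no-enzyme blanks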
An asterisk follows results filed as active; i = inactive; / = not tested or not shown; [ ] = dose if it differs, or a comment. These rows are one share of the data; the hit share may differ from the screen's.

no.	compound	thrombin 1536	Cl transport mod	Rad51 HR inh	PERK inhibitor	FXIIa inh 1536	Furin inh	FXIa inh	Calpain2 inh	hK5 inh
1	CC(C)c1csc(CN2CCC(CO)(Cc3cccc(F)c3)CC2)n1	-7	0.8	2	0.2	6	-36	-3	4	2
2	COc1ccc(-c2ccccc2)cc1NCc1ccc(OC)c(OC)c1	-1	-0.022	6	-1.0	16	-22	8	-35	-10
3	Cc1cccc(OCc2nnc(SCC(=O)c3ccccc3)o2)c1	1	-3.5	0	1.8	10	-8	5	10	4
4	O=C(c1ccc(Cl)s1)N1CCCC1	1	/	-1	-0.5	7	-25[20 µM]	11	-7	-5
5	CCC(=O)OCc1cc2cccc(C)c2[nH]c1=O	3	/	-1	0.8	15	-8	7	-47	-5
6	O=C(Cc1ccc(-n2c(=O)c3ccccc3n(Cc3ccccc3Cl)c2=O)cc1)NCC1CCCO1 (stereo unspecified)	-8	/	-2	0.1	12	-12	-1	-79	7
7	COc1ccc(OCC(O)CNC(=O)c2ccc(Br)cc2)cc1 (stereo unspecified)	-3	-2.2	-5	0.2	1	-9[20 µM]	-7	-12	1
8	CC(C)=CC(=O)Nc1nnc(-c2cccnc2)s1	-2	0.017	-1	0.9	11	-29	-16	-16	-1
9	Cc1ccc(CNC(=O)C(=O)NCC2OCCN2S(=O)(=O)c2cccs2)cc1 (stereo unspecified)	1	-0.056	-2	-0.5	3	-5	-3	-4	-7
10	CS(=O)(=O)N1CCN(c2ncnc3c2cnn3-c2ccccc2)CC1	-2	-1.3	-10	0.0	9	-14	-4	-13	-10
11	CCOC(=O)C1CCCN(C(=O)c2cncc(Br)c2)C1 (stereo unspecified)	4	/	3	0.2	13	-16	2	-27	-25
12	CC(=O)c1ccc(NC(=O)CNCC(c2ccccc2)N(C)C)cc1 (stereo unspecified)	-5	-0.75	8	0.2	8	-25	-3	-30	0
13	COC(=O)C1=C(C)NC(=O)C1(NS(=O)(=O)c1ccc(C)cc1)C(F)(F)F (stereo unspecified)	-10	/	/	0.2	4	-26[20 µM]	-21	28	-5
14	Cc1ccccc1-c1nnc2c3ccccc3c(C)nn12	-1	-0.09	6	0.4	15	-20[20 µM]	8	-11	-14
15	O=C(NCCCN1CCOCC1)c1cc(C(=O)C2CC2)c[nH]1	-6	0.084	0	1.3	1	-20[20 µM]	-5	-14	-9
16	CCCc1nnc(NC(=O)CN2C(=O)c3ccccc3S2(=O)=O)s1	-9	0.63	6	0.5	5	-23[20 µM]	-1	-28	-20
17	CCOc1ccc(C2c3c(oc4cc(C)c(C)cc4c3=O)C(=O)N2CCCN2CCOCC2)cc1 (stereo unspecified)	2	-0.13	-6	-0.8	14	-14	4	-68	-2
18	CC1(C)NC(=O)N(CCOc2ccc3c(c2)CCC3)C1=O	0	0.61	3	-0.8	-2	-11	4	-31	-6
19	CCOCC(=O)Nc1nnc(C)s1	-2	/	-9	0.6	14	-7	-4	15	-2
20	O=S(=O)(O)CCN1CCOCC1	2	0.13	14	-0.2	4	-5	4	-18	-6
21	COC(=O)C1CCN(Cc2ccc(C)cc2)CC1	-6	0.36	-3	1.4	1	-18[20 µM]	-12	-3	12
22	Cc1ccc(NC(=O)COC(=O)c2ccc3c(c2)NC(=O)C2CCCN32)cc1C (stereo unspecified)	-9	0.047	-11	0.6	-1	-23	-8	i	-17
23	CCC(=O)Nc1ccc(C(=O)NCc2ccccn2)cc1	-5	0.34	-6	0.5	4	-24	-5	-6	-5
24	Cc1ccc(-c2nc3c(c(=O)[nH]c(=O)n3CC(C)C)n2CC(C)C)cc1[N+](=O)[O-]	8	-0.62	/	-1.0	-1	-3	-4	46	-1
25	Cc1onc(-c2c(Cl)cccc2Cl)c1C(=O)NC(=S)Nc1sc2c(c1C(N)=O)CCC(C)C2 (stereo unspecified)	-5	1.2	0	0.1	2	-21	-3	27	-6
26	COc1cc(/C=N/NC(=S)NCc2ccco2)cc(OC)c1OC	-6	0.25	10	-0.2	12	-1	4	12	-6
27	COc1ccccc1N1CCN(C2CCN(C(=O)c3ccc(F)cc3)CC2)CC1	-3	0.12	/	-0.7	7	-7	-5	-10	-10
28	CC(C)(C)C(=O)NC(=S)NNC(=O)C(c1ccccc1)c1ccccc1	9	5.8*	17	-0.8	5	-6	-1	-85	-12
29	CCC(=O)Nc1cc(OC)c(NC(=O)c2ccccc2)cc1OC	-4	-0.89	4	-0.6	12	-4[20 µM]	-1	-67	-8
30	O=C(c1ccc(COc2ccc(Cl)cc2)o1)N1N=C(C(F)F)CC1(O)C(F)F (stereo unspecified)	-8	-2	7	0.9	3	-29	2	10	-7
31	Nc1c(N2CCCCC2)c2ccccc2oc1=O	-5	-1.1	9	0.3	5	-15	-2	-4	-1
32	Cc1ccc(C(=O)N/N=C(\CC(C)C)c2ccccc2)cc1	-3	1.3	4	0.4	7	-19	1	-4	-16
33	C/C(=N/NS(=O)(=O)c1ccc(Cl)cc1)c1cccc(O)c1	1	0.21	-1	0.9	20	-20[20 µM]	7	-42	-3
34	O=c1cc(-c2ccccc2Cl)oc2c(NS(=O)(=O)c3cc(Cl)cc(Cl)c3O)ccc(O)c12	-1	20*	12	-0.2	8	-6	4	30	-4
35	COCC(=O)O[C@]1(CCN(C)CCCc2nc3ccccc3[nH]2)CCc2cc(F)ccc2[C@@H]1C(C)C	3	1.2	12	/	7	-29	-2	-17	-1
36	CCCOc1ccc(CSC2=NCCN2)cc1[N+](=O)[O-]	-6	/	/	-0.1	-2	-4[20 µM]	-7	26	21
37	CCOC(=O)c1ccc(NC(=O)CN(Cc2ccc(Cl)cc2)S(C)(=O)=O)cc1	3	/	-10	-1.3	17	-27[20 µM]	-10	-17	5
38	CC1CN(C(=O)c2c([N+](=O)[O-])cnn2C)CC(C)O1 (stereo unspecified)	2	0.0074	-1	0.6	28	-4[20 µM]	19	11	-15
39	CCOC(=O)Nc1sc2c(c1C(N)=O)CCC(C)C2 (stereo unspecified)	-12	0.4	2	0.9	3	-30	-5	-25	-1
40	Cc1cc(C)nc(/N=C(\N)N2CCc3ccccc32)n1	-6	-0.7	-1	0.9	6	-29	-4	-27	-4
41	CCOC(=O)C1CCN(Cc2cc(C(C)C)c(O)c(C(C)C)c2)CC1	-4	-0.15	9	-0.6	-1	-17	-6	10	-10
42	CCc1ccc(C=NC23CN4CN(CN(C4)C2)C3)s1	-5	1.2	-2	1.0	1	-21[20 µM]	-17	26	-6
43	CC(C)(C)N(NC(=O)Nc1ccc(Cl)cc1)C(=O)c1ccccc1	-4	1.1	11	0.0	0	-8[20 µM]	-6	-22	-6
44	CCOC(=O)c1cc2c(=O)[nH]ccc2nc1C(F)(F)F	-4	-0.12	2	1.3	5	-15	3	-143	-6
45	Cc1ccc(/C=C/C(=O)c2ccc(O)cc2)cc1	-3	-0.71	8	1.1	9	-3	5	10	-4
46	CC(C)Nc1nc(NC(C)C)nc(Oc2ccc(=O)n(C)n2)n1	1	0.9	-4	-0.2	11	-26	3	2	/
47	COC(=O)c1cc(OC)c(OC)cc1NC(=O)CSc1ccccc1	1	/	2	-1.9	20	-5[20 µM]	7	-64	-8
48	COc1ccc(COc2cc(-c3cccc(OC)c3)nc3ccc(NC(=O)c4cccnc4)cc23)cc1	5	0.51	4	-0.7	9	-5	2	-83	-6
49	CCC(CO)NCc1ccc(-c2ccccc2)cc1 (stereo unspecified)	-10	-0.36	-2	-0.3	0	-18	-6	10	-9
50	CSc1nsc(SCc2ccc(Cl)cc2)n1	3	-0.01	/	1.6	14	-15[20 µM]	8	32	-17

Results in sequence from above.
Nos. 30 to 34 in FXIIa inh 1536, in turn: 3, 5, 7, 20, 8

Another view of three compounds above:
39. CCOC(=O)Nc1sc2c(c1C(N)=O)CCC(C)C2 (stereo unspecified)
  thrombin 1536 = -12; Cl transport mod = 0.4; Rad51 HR inh = 2; PERK inhibitor = 0.9; FXIIa inh 1536 = 3; Furin inh = -30; FXIa inh = -5; Calpain2 inh = -25; hK5 inh = -1
40. Cc1cc(C)nc(/N=C(\N)N2CCc3ccccc32)n1
  thrombin 1536 = -6; Cl transport mod = -0.7; Rad51 HR inh = -1; PERK inhibitor = 0.9; FXIIa inh 1536 = 6; Furin inh = -29; FXIa inh = -4; Calpain2 inh = -27; hK5 inh = -4
41. CCOC(=O)C1CCN(Cc2cc(C(C)C)c(O)c(C(C)C)c2)CC1
  thrombin 1536 = -4; Cl transport mod = -0.15; Rad51 HR inh = 9; PERK inhibitor = -0.6; FXIIa inh 1536 = -1; Furin inh = -17; FXIa inh = -6; Calpain2 inh = 10; hK5 inh = -10

Additional records follow.
no.	compound	thrombin 1536	Cl transport mod	Rad51 HR inh	PERK inhibitor	FXIIa inh 1536	Furin inh	FXIa inh	Calpain2 inh	hK5 inh
51	O=C(NC12CC3CC(CC(C3)C1)C2)N1CCN(C(=O)C2CCCO2)CC1 (stereo unspecified)	2	-0.47	5	0.6	1	-18[20 µM]	-1	12	2
52	CCCCOC(=O)CSc1nnc(-c2ccc(Cl)cc2Cl)o1	4	/	-5	0.0	15	-19	3	39	-13
53	Cc1nn(-c2ccccc2)nc1C(=O)Oc1cc(C(F)(F)F)nn1-c1ccccc1	2	0.054	12	-0.3	11	-25	-7	21	2
54	CCN(CC)c1ccc(NC(=O)c2[nH]c(C)c(C(C)=O)c2C)c(C)c1	-1	1.5	-4	0.3	5	-13[20 µM]	3	3	-26
55	O=C(CNc1ccc(F)cc1)N/N=C1\CCCc2ccccc21	-6	/	-2	1.4	1	-26	-3	-20	6
56	COc1ccc(OC)c(-n2c(C)nc3cc(C(=O)O)ccc32)c1	-1	0.17	-4	-0.4	12	-24	1	17	-22
57	Cc1cc2oc(C(=O)NCCc3ccc(S(N)(=O)=O)cc3)c(C)c2cc1C	-8	-0.01	-1	0.9	3	-30	-4	0	-4
58	COCC(=O)Nc1nnc(COc2ccc(Cl)cc2)s1	3	0.055	7	0.3	21	-21[20 µM]	10	-4	-1

Random excerpt: 3 compounds from above.
no.	compound	thrombin 1536	Cl transport mod	Rad51 HR inh	PERK inhibitor	FXIIa inh 1536	Furin inh	FXIa inh	Calpain2 inh	hK5 inh
57	Cc1cc2oc(C(=O)NCCc3ccc(S(N)(=O)=O)cc3)c(C)c2cc1C	-8	-0.01	-1	0.9	3	-30	-4	0	-4
56	COc1ccc(OC)c(-n2c(C)nc3cc(C(=O)O)ccc32)c1	-1	0.17	-4	-0.4	12	-24	1	17	-22
55	O=C(CNc1ccc(F)cc1)N/N=C1\CCCc2ccccc21	-6	/	-2	1.4	1	-26	-3	-20	6

Source: PubChem (several laboratories)
